Screens deposited in PubChem BioAssay by several laboratories.
aSyn UTR inh: MLPCN primary screen, SNCA 5' untranslated region; AID 1813, 2009; inhibition, % (tested at 7.5 µM); 300,000 compounds, 0.82% hits; alpha-synuclein 5'UTR reporter, inhibitor activity; in the data active = inhibition above about 60%;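 note: H4 neuroglioblastoma cells stably carrying SNCA 5'UTR luciferase fusion; 0% = DMSO wells and 100% = positive control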
HIF activator: HIF pathway transcriptional activators, primary screen, cell-based, U2OS HRE-luciferase, luminescence; U2OS HRE-luciferase reporter; normalized: DMSO 0%, desferrioxamine 100%; activation, % at 7.5 µM (by protocol); 300,000 compounds, 0.32% hits; AID 1910, 2009;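 active = mean activation of at least 10% of the iron chelator positive control signal, with at least half of replicates also reaching 10%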
GSK3beta inhib: human GSK3beta kinase inhibitors, primary screen, biochemical, cell-free homogeneous, HTS | GST-GSK3beta kinase, ADP-Glo luminescence, 60 min; stronger effect = lower value | 300,000 compounds, 0.038% hits | Glycogen synthase kinase-3 beta (Homo sapiens), P49841 | activity score (negative = inhibition), % at 10 µM;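 active = more than half of replicate wells score below -50%, meaning over 50% inhibition versus plate controls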;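 note: 0% = median DMSO wells and -100% = median GW8510 positive control wells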
Target sequence (P49841 whole entry, looked up): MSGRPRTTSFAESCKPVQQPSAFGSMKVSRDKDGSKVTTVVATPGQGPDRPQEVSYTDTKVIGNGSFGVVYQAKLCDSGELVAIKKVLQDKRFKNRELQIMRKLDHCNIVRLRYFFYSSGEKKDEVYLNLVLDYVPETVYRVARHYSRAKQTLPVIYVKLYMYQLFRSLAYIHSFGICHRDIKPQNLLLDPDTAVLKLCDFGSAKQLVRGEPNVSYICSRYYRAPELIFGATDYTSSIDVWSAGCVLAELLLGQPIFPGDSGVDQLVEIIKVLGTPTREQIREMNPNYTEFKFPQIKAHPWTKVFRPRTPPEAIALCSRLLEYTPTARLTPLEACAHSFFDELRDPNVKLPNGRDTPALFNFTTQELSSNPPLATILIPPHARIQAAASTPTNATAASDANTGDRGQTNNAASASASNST
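test system = GST-tagged human GSK3beta kinase, cell-free | reagent = 25 µM ATP with peptide substrate | dosing = one dose of 10 µM per compound | schedule = 60 min reaction, RT | detection = luminescent ADP-Glo measurement of ADP formed | control set = DMSO neutral wells and GW8510 at 20 µM as positive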
AI-2 QS mod: Vibrio harveyi AI-2 quorum sensing modulators, primary screen, JMH597 strain, luminescence/OD600 ratio | Vibrio harveyi JMH597 AI-2 luminescence/OD600 ratio, 9 h; stronger effect = lower value; strain lacks LuxN and CqsS sensors; 0 = neutral-control median | activity change, % at 7.5 µM | 300,000 compounds, 0.4% hits | AID 2094, 2009; in the data active = activity change below about -75%, passing the limit was not always enough;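 note: luminescence divided by OD600 gain over 9 h not by final OD600 alone; inactives centre near 13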
HSP90 inh: HSP90 inhibitors, primary screen, cell lysate, luminescence | Heat shock protein HSP 90 (rabbit reticulocyte lysate; luciferase refolding) | Rabbit reticulocyte lysate, luciferase refolding luminescence, 3 h | inhibition, % at 5.6 µM | 290,000 compounds, 0.91% hits;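 active = inhibition above the screen-wide mean plus 3 SD, computed separately per campaign, cut at about 16% in these data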;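 note: 0% = DMSO wells and 100% = 60 µM geldanamycin wells; inhibitors lower the luminescence because luciferase stays unfolded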
HSF-1 act: HSF-1 activators, primary screen, NIH3T3-HGL cells, MG132 stress, luminescence, single point | AID 504408, 2011 | NIH3T3-HGL HSF-1 luciferase reporter, 8 h; 100% = twice DMSO control signal | 300,000 compounds, 1.7% hits | activation, % at 9 µM;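 active = mean replicate activation of at least 50% with a set share of replicates each reaching 50%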;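 note: 0% = median of the neutral control wells and 100% = twice that signal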
HSF1 inh: HSF1 inhibitors in luciferase reporter cells, primary screen, cell-based, NIH3T3, luminescence; NIH3T3-HGL HSE-luciferase, MG132-induced, luminescence 8 h; stronger effect = lower value; activity change, negative = inhibition, % at 7.5 µM (by protocol); 300,000 compounds, 0.77% hits;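 active = more than half of replicate wells show activity change below -50%, luminescence cut by over half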;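 note: luciferase reports HSF-1 transcriptional activity via heat shock element; 0% = median of DMSO wells and -100% = zero luminescence signal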
GSK3 alpha inh: blockers of GSK3A enzyme activity – biochemical, luminescence, cell-free homogeneous, HTS, primary screen | Glycogen synthase kinase-3 alpha (Homo sapiens), P49840 | GSK-3 alpha kinase, ADP-Glo luminescence, 60 min | inhibition, % at 10 µM | 320,000 compounds, 0.1% hits;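 in the data active = inhibition above about 50%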;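 note: GST-tagged GSK-3 alpha with peptide substrate and 25 µM ATP; 0% = DMSO neutral wells and 100% = GW8510 positive control wells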
Target sequence (P49840 whole entry, looked up): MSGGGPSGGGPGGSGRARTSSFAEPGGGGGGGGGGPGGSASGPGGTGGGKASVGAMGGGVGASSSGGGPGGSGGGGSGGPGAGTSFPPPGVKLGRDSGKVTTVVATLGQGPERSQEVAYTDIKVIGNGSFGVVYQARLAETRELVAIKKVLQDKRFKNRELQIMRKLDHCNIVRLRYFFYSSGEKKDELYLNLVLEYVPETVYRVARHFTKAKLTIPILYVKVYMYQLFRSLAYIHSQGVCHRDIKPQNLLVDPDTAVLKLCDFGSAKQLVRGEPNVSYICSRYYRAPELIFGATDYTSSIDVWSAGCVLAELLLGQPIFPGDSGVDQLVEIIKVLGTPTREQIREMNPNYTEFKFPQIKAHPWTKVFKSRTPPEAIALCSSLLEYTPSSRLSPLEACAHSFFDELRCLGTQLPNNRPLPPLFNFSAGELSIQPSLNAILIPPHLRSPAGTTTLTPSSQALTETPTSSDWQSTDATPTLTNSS
IEC-6 tox: cytotoxicity in IEC-6 intestinal epithelial cells, primary screen, cytotoxicity control for KLF5 inhibitor project, cell-based, luminescence | AID 1825, 2009 | inhibition, % at 5 µM | IEC-6 cytotoxicity, luminescence viability | 290,000 compounds, 0.78% hits; in the data active = inhibition above about 22%;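 note: 0% = plate median of test compound wells and 100% = cytotoxic reference compound wells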
KLF5 inh: KLF5 expression inhibitors, primary screen, DLD-1 cells, luminescence. AID 1700, 2009. 290,000 compounds, 0.23% hits. DLD-1 KLF5 promoter-luciferase reporter. inhibition, % at 5 µM;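 active = inhibition above a per-plate limit of that plate's mean compound inhibition plus 3 SD, cut at about 60% in these data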;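 note: 0% = DMSO wells and 100% = LY294002 at 200 µM; higher means less KLF5 promoter-driven luciferase light; inactives centre near -14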
Starred values were filed as active, the others as inactive; . = not tested or not shown.

SMILES	aSyn UTR inh	HIF activator	GSK3beta inhib	AI-2 QS mod	HSP90 inh	HSF-1 act	HSF1 inh	GSK3 alpha inh	IEC-6 tox	KLF5 inh
COc1ccc(OC)c(S(=O)(=O)Nc2cc3c4c(c2)CC(=O)N4CCC3)c1	-30	0.7	2	0	.	2	-4	-1	.	.
O=C(Nc1ccc(Cl)cc1)c1cccc(S(=O)(=O)Nc2ccccn2)c1	-10	0.1	1	9	0	0	5	3	4	-10
CC[C@H](C)[C@@H](C(=O)N1CCNCC1)n1cc([C@@H](N)CC(C)C)nn1	-12	-0.1	-5	23	7	-14	-3	-2	-9	-7
Cc1cnn(C(=O)c2ccccc2Br)c1	-11	0.3	1	34	1	4	0	3	0	-14
O=C(COc1ccc(F)cc1)Nc1cc(S(=O)(=O)N2CCCCC2)ccc1N1CCCCC1	0	-0.7	2	33	.	4	2	-2	.	.
N#Cc1ccccc1OCC(=O)NC(N)=O	1	0.6	1	24	3	-5	-8	4	-5	-18
CCOc1ccccc1CN1CCC(n2nccc2NC(=O)C2CCCC2)CC1	20	-0.6	1	-3	-1	10	-5	-1	-2	-37
CC(C)N1CCC(n2nccc2NC(=O)c2ccc3c(c2)OCO3)CC1	3	0.0	0	26	-4	-2	-4	1	-12	-12
O=C(O)c1ccc(Nc2nc(-c3cccnc3)nc3ccccc23)cc1	-33	0.2	2	26	6	3	2	61*	-2	8
CN(c1ccccc1)S(=O)(=O)c1ccc2[nH]c(=O)[nH]c2c1	7	-1.3	0	13	-2	-4	-8	-1	-2	-39
CC(C)(C)c1ccc(S(=O)(=O)Nc2noc3ccccc23)cc1	14	-1.3	3	-27	-1	-12	2	-3	3	-5
CCOC(=O)N1CCN(C(=O)c2cc(COc3cccc(C(C)=O)c3)on2)CC1	-30	1.5	10	20	-3	2	10	2	-1	-27
Cc1cc(C)cc(N2CC(C(=O)Nc3cc(C)on3)CC2=O)c1 (stereo unspecified)	18	-0.7	.	.	-3	36	3	-1	0	13
CCn1c(SCC(=O)N2CCCCC2C)nc2ccsc2c1=O (stereo unspecified)	36	0.4	4	15	-1	1	3	2	0	3
CC(=O)c1ccc(NC(=O)c2sc3nc4n(c(=O)c3c2C)CCCCC4)cc1	-89	1.4	-2	43	-5	-16	-3	0	3	-90
O=C(Nc1ccc(N2CCN(Cc3ccccc3)CC2)cc1)c1ncn[nH]1	-8	-0.5	1	37	4	7	-1	-2	4	8
CCOC(=O)c1c(NC(=O)CSc2n[nH]c(N)n2)sc(CC)c1C	31	.	0	28	3	5	-4	1	-10	-21
C/C(=N\Nc1nc(-c2cc(C)ccc2C)cs1)c1cc2c(ccc3ccccc32)oc1=O	-7	-0.6	1	17	5	11	3	-2	5	3
COCCNC(=O)CSc1nc2cc3c(cc2c(=O)n1CCCC(=O)NCc1ccc(OC)cc1)OCO3	17	0.3	1	37	2	8	2	4	3	11
Cc1nc(C)c(-c2csc(Nc3cccc(O)c3)n2)s1	-156	0.0	0	-24	-6	10	-11	-1	-2	-123
CCOC(=O)C1CCCN(c2c(NCCN(C)Cc3ccccc3)c(=O)c2=O)C1 (stereo unspecified)	12	-0.3	-4	13	-3	8	-4	-1	0	-42
Cc1ccc(-c2ccc(S(=O)(=O)Nc3cccnc3)cc2)cc1	0	-0.2	2	14	-7	-15	-4	-1	-4	-19
CC(=O)N1CCN(C(=O)c2cc(C)nc3ccccc23)CC1	3	-0.1	-5	-4	2	3	-4	-1	2	-37
COC(=O)c1c(NC(=O)/C=C/C(=O)O)sc(C)c1-c1ccc(C)c(C)c1	-17	0.2	0	56	-1	-13	-3	0	-3	-19
CCCCn1c(N)c(N(Cc2ccccc2OC)C(=O)C2=COCCO2)c(=O)[nH]c1=O	1	-1.6	-1	36	.	-4	3	2	.	.
O=C(N/N=C/c1ccc(O)c([N+](=O)[O-])c1)C(O)(c1ccccc1)c1ccccc1	2	-3.9	1	-7	3	10	-1	-2	-4	-41
CC(=O)c1cc(-c2ccccc2)n(CC(=O)NC2CCCC2)c1C	-65	-0.4	0	-6	2	13	1	-3	-4	-26
COC(=O)N(C)c1ccccc1C(=O)N1CCOCC1	-5	0.5	5	8	-1	20	-1	7	1	1
CC(c1nc2ccccc2o1)N1C(=O)c2ccccc2C1=O (stereo unspecified)	9	-0.3	4	15	-1	32	22	-2	2	-16
Cc1cccc(CN2CCN(c3nc4nonc4nc3NC3CC3)CC2)c1	29	-0.4	3	2	-4	23	15	3	-4	1
COC(=O)c1cc(OC)c(OC)cc1NC(=O)CCC1CCCC1	8	0.0	-7	8	2	-2	-1	-1	0	6
CC(C)CC(=O)Nc1ccccc1-c1nnn(CC(=O)N2CCOCC2)n1	-12	-0.4	1	44	-1	-7	1	-6	-5	-21
COc1ccc(OC)c(CNC(=O)CCNC(=O)Cn2ccc3ccccc3c2=O)c1	-4	-1.5	2	16	2	1	-1	1	2	-3
COc1ccc(C(=O)CSc2nc(C)cc(=O)[nH]2)cc1	-1	0.0	-3	18	2	2	0	2	1	-13
O=C(CSc1nc2sccc2c(=O)[nH]1)N1CCN(c2ccccc2)CC1	1	-1.3	2	18	0	0	-2	0	-1	-14
COc1ccc(C(CNC(=O)c2oc3ccc(OC)cc3c2C)N2CCCC2)cc1 (stereo unspecified)	-31	-13	-1	20	.	8	3	-1	.	.
Cc1cc(N(C)C)nc(SC(C)C)n1	16	0.1	0	7	-3	5	-5	-2	-4	-8
CCN(CC)C(=O)CSc1nc2c(sc(=S)n2-c2ccccc2)c(=O)n1-c1ccccc1OC	-21	-0.9	2	24	8	4	12	.	-3	-39
CC(c1ccccc1)C1C(C#N)=C(N)OC2=C1C(=O)CC(C)(C)C2 (stereo unspecified)	-4	0.1	1	10	0	-8	-10	3	0	-20
Cc1cc(CN(C)C(=O)C2CCC(=O)N(CCc3cccc(F)c3)C2)on1 (stereo unspecified)	-23	0.8	1	5	-2	1	0	0	3	-30

Compounds above that contain a COOH group:
SMILES	aSyn UTR inh	HIF activator	GSK3beta inhib	AI-2 QS mod	HSP90 inh	HSF-1 act	HSF1 inh	GSK3 alpha inh	IEC-6 tox	KLF5 inh
O=C(O)c1ccc(Nc2nc(-c3cccnc3)nc3ccccc23)cc1	-33	0.2	2	26	6	3	2	61*	-2	8
COC(=O)c1c(NC(=O)/C=C/C(=O)O)sc(C)c1-c1ccc(C)c(C)c1	-17	0.2	0	56	-1	-13	-3	0	-3	-19

(next part)
SMILES	aSyn UTR inh	HIF activator	GSK3beta inhib	AI-2 QS mod	HSP90 inh	HSF-1 act	HSF1 inh	GSK3 alpha inh	IEC-6 tox	KLF5 inh
CC(=O)N1CCN(C(=O)c2ccc(OC3CCN(Cc4ccccn4)CC3)cc2)CC1	2	-0.4	1	14	5	-11	2	7	1	2
S=c1nc(NCc2cccc(Cl)c2)c2ccccc2[nH]1	3	1.8	2	3	5	4	1	-1	4	10
Cn1c(C(=O)N2CCC(C(=O)N3CCOCC3)CC2)cc2sccc21	17	0.2	2	12	1	1	-2	-5	0	-20
O=C(COC(=O)c1cccc(S(=O)(=O)N2CCN(c3ccc(F)cc3)CC2)c1)NCC1CCCO1 (stereo unspecified)	-5	-0.6	-4	-4	-4	6	2	-2	1	-9
Cc1cc(OC2CCCCC2)nc(-c2ccccc2O)n1	8	0.0	1	13	3	-8	-3	-1	2	-25
CCc1nnc(NC(=O)CSc2nnc(Cc3cc(=O)[nH]c(=O)[nH]3)n2-c2ccc(OC)cc2)s1	-8	-0.4	5	21	1	-2	-2	0	-2	-31
CCOc1ccc(S(=O)(=O)N2CCC(C(=O)Nc3cccc(NC(C)=O)c3)CC2)cc1	20	-0.2	0	0	2	-13	3	2	3	-22
CC(=O)Nc1ccc(NC(=O)CN2CCN(c3ccccn3)CC2)cc1	-22	-31	-23	17	1	19	-4	0	0	10
CCC(C)(C)NC(=O)c1sccc1Oc1ccc(F)cc1[N+](=O)[O-]	-35	-0.4	-5	22	-1	6	4	5	-4	3
CC(=O)Nc1cccc(NC(=O)C2CC(=O)N(CCc3ccc(F)cc3)C2)c1 (stereo unspecified)	-3	0.6	-5	27	2	-11	-6	1	-7	-1
CCOC(=O)C(=O)NCc1ccc(/C=C2/N=C(C)C(C(=O)OCC)=C2O)o1	-14	-17	-4	26	0	4	5	-1	-18	-32
NC(=O)COc1ccccc1/C=C1/SC(=O)N(CC(=O)N2CCc3ccccc3C2)C1=O	.	.	1	21	3	.	.	-1	-1	-11
COc1ccccc1-n1c(SC(C)C(=O)NCC2CCCO2)nc2cc(Cl)ccc2c1=O (stereo unspecified)	-23	1.2	-2	-6	.	19	12	0	.	.
c1ccc(CN2CCOCCOCCOCC2)cc1	-14	-0.2	-1	26	7	-2	-3	-2	5	-35
CCOc1ccc(-n2nnc3c(=O)n(CC(=O)NCc4ccco4)cnc32)cc1	18	0.4	0	8	4	-7	-10	2	6	3
COC(=O)CN(c1ccccc1F)S(=O)(=O)c1ccccc1	-31	0.2	1	4	2	-6	-5	0	-2	-21
Nc1nc(-c2ccc(Cl)cc2)nn1C(=O)c1cccs1	-36	0.6	-2	46	1	35	13	0	10	-16
CC(=O)c1sc(NC(=O)c2ccco2)nc1-c1ccccc1	-115	0.6	2	2	-2	22	14	-1	0	-36
COc1ccc(CCN2CC(C(=O)NCCc3cccnc3)CCC2=O)cc1 (stereo unspecified)	-13	-0.4	0	12	-6	-10	-10	-3	-1	-14
c1ccc(-n2nnnc2N2CCOCC2)cc1	.	.	-6	5	-1	.	.	-1	-1	-19
Cc1cccn2c(=O)c(C=O)c(N3CCCCC3)nc12	-1	0.0	-1	25	2	10	-4	-4	5	14
COc1cccc(-c2ccc(C#N)c(SCC(=O)NCCc3cccc(Cl)c3)n2)c1	15	-3.0	2	3	6	-22	-17	-1	2	9
CCOc1ccc(C2CC(=O)NC(SCC(=O)OC)=C2C#N)cc1 (stereo unspecified)	2	0.0	-1	25	2	14	2	0	5	7
N#CCOc1coc(CN2CCN(c3ccccc3)CC2)cc1=O	-5	-0.1	2	22	0	0	-7	-7	-5	-30
COc1ccccc1NC(=O)Cn1ccn(-c2cccc3ccccc23)c(=O)c1=O	11	-0.2	-2	13	.	-18	-2	-1	.	.
CN1/C(=C\C(=O)COC(=O)c2ccco2)C(C)(C)c2ccccc21	17	0.4	-1	6	5	-11	-1	-1	5	-14
COCCCN(Cc1ccco1)C(=O)Cn1ncc2c(=O)oc3ccc(C)cc3c21	2	0.0	-1	5	-1	11	7	-2	-3	9
COc1ccccc1N1CCN(Cc2ccc(-c3ccccc3[N+](=O)[O-])o2)CC1	16	1.1	-3	0	3	10	-7	0	4	-3
